Assay outcomes as filed in PubChem BioAssay.
TRPC4 PAM: positive allosteric modulators of TRPC4, primary screen, cell-based, mouse TRPC4beta, HEK293 mu-opioid, Fluo-4 calcium | Short transient receptor potential channel 4 (Mus musculus), Q9QUQ5 | B-score at 10 µM | 310,000 tested, 0.42% active | DAMGO EC20, Fluo-4 Ca2+ flux; hits give high values;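 active = B-score of calcium response area above 5 SD of library B-scores, with initial fluorescence ratio within 5 SD of library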;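 note: B-score of integrated fluorescence ratio over time as area under calcium response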
aSyn UTR inh: MLPCN primary screen, SNCA 5' untranslated region | alpha-synuclein 5'UTR reporter, inhibitor activity | inhibition, % (tested at 7.5 µM) | 300,000 tested, 0.82% active | AID 1813, 2009; in the data active = inhibition above about 60%;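 note: H4 neuroglioblastoma cells stably carrying SNCA 5'UTR luciferase fusion; 0% = DMSO wells and 100% = positive control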
TRPC6 activator: mouse TRPC6 channel activators, primary screen, cell-based, HEK293, membrane potential dye; 310,000 tested, 0.13% active; HEK293-TRPC6 membrane potential dye fluorescence; hits give high values; B-score at 10 µM; Short transient receptor potential channel 6 (Mus musculus), Q61143;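 active = B-score of the integrated fluorescence ratio above library mean plus 3 SD, and starting fluorescence ratio within library mean plus 5 SD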;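 note: higher score means more depolarization so channel activation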
TRPC6 inhibitor: mouse TRPC6 channel inhibitors, primary screen, cell-based, HEK293, membrane potential dye. 310,000 tested, 1.1% active. ACh-evoked depolarization; hits give low values. Short transient receptor potential channel 6 (Mus musculus), Q61143. AID 2553, 2010. B-score at 10 µM;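 active = B-score under library mean minus 3 SD, initial fluorescence not abnormally high, positive integrated signal ratio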;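 note: B-score derived from integrated fluorescence ratio over the kinetic read; more negative B-score means stronger inhibition of depolarization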
HIF act: HIF pathway transcriptional activators, primary screen, cell-based, U2OS HRE-luciferase, luminescence | 300,000 tested, 0.32% active | activation, % at 7.5 µM (by protocol) | U2OS HRE-luciferase reporter; normalized: DMSO 0%, desferrioxamine 100%;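 active = mean activation of at least 10% of the iron chelator positive control signal, with at least half of replicates also reaching 10%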
SKKanGAS inh: S. pyogenes SKKanGAS growth inhibitors in kanamycin, primary screen, streptokinase expression inhibitor project, SKKanGAS strain, BacTiter-Glo luminescence; 6 h; inhibition, % at 7.5 µM; 300,000 tested, 1.3% active;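 active = mean replicate score, as percent of positive control median, at least 50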;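 note: strain carries kanamycin resistance gene driven by streptokinase promoter and grows in 40 µg/ml kanamycin; loss of luminescence reflects streptokinase promoter inhibition or plain growth inhibition; 0% = median of DMSO wells and 100% = positive control at its reference dose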
TRPC4 inh: inhibitors of mouse TRPC4 channel, primary screen, Fluo4 calcium, HEK293 TRPC4beta/mu-opioid cells. B-score at 10 µM. Short transient receptor potential channel 4 (Mus musculus), Q9QUQ5. 300,000 tested, 0.39% active. DAMGO-evoked Fluo4 calcium flux; hits give low values;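 active = B-score over 3 SD under the library average, no early fluorescence shift, positive overall ratio signal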
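test system = HEK293 cells with stable TRPC4beta plus mu-opioid receptor expression | detection = Fluo4 Ca2+ flux fluorescence | read-out = integrated fluorescence ratio relative to baseline, converted to per-well B score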
MrgX1 antag: antagonists of human MrgX1 receptor, primary screen, HEK293 cells, Fluo-4 calcium flux. BAM8-22 antagonism; hits give low values. Mas-related G-protein coupled receptor member X1 (Homo sapiens), Q96LB2. 310,000 tested, 1.3% active. B-score at 10 µM;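 active = calcium-response B-score plate-corrected more than 3 library SD below zero, starting fluorescence within 5 deviations, no agonist response on first addition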;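 note: peak minus trough fluorescence over baseline after final BAM8-22 challenge near maximal dose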
Target sequence (Q96LB2 whole entry, looked up): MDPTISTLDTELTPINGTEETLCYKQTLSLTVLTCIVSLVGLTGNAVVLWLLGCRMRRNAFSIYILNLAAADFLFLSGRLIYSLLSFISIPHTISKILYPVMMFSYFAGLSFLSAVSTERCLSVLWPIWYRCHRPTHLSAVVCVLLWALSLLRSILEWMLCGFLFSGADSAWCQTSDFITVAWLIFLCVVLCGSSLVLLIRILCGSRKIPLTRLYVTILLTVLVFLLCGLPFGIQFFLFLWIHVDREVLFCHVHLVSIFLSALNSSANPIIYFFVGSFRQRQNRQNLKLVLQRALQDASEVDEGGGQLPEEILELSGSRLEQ
KLF5 inh: KLF5 expression inhibitors, primary screen, DLD-1 cells, luminescence; DLD-1 KLF5 promoter-luciferase reporter; inhibition, % at 5 µM; 290,000 tested, 0.23% active;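 active = inhibition above a per-plate limit of that plate's mean compound inhibition plus 3 SD, cut at about 60% in these data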;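 note: 0% = DMSO wells and 100% = LY294002 at 200 µM; higher means less KLF5 promoter-driven luciferase light; inactives centre near -14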
IEC-6 cytotox: cytotoxicity in IEC-6 intestinal epithelial cells, primary screen, cytotoxicity control for KLF5 inhibitor project, cell-based, luminescence. IEC-6 cytotoxicity, luminescence viability. inhibition, % at 5 µM. 290,000 tested, 0.78% active; in the data active = inhibition above about 22%;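 note: 0% = plate median of test compound wells and 100% = cytotoxic reference compound wells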
TRPC4 agonist: activators of mouse TRPC4 channel, primary screen, Fluo4 calcium, HEK293 TRPC4beta/mu-opioid cells | Fluo4 calcium fluorescence; hits give high values | Short transient receptor potential channel 4 (Mus musculus), Q9QUQ5 | AID 2237, 2010 | 310,000 tested, 0.49% active | B-score at 10 µM;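 active = B-score above 5 SD of library B-scores, and initial fluorescence ratio not above library mean plus 5 SD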;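 note: positive B-score marks a calcium rise read as TRPC4 activation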
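System – HEK293 cells stably co-expressing mouse TRPC4beta and mu-opioid receptor · Signal – Fluo4 calcium-sensitive dye fluorescence, kinetic, 1 Hz baseline · Benchmarks – buffer (low) and maximal DAMGO (high) · Read-out – B score of integrated fluorescence ratio per well · Incubation – dye loading 45 min room temperature, 110 s kinetic read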
Active calls of the source: *; i = inactive; . = no result given.

SMILES	TRPC4 PAM	aSyn UTR inh	TRPC6 activator	TRPC6 inhibitor	HIF act	SKKanGAS inh	TRPC4 inh	MrgX1 antag	KLF5 inh	IEC-6 cytotox	TRPC4 agonist
CCCN1C(=O)/C(=C/c2ccc(N3CCCC3)c(C)c2)NC1=S	i	9.8	62.5*	i	0.9	33.3	i	i	-21.7	-5.6	58*
O=C(c1ccco1)N(c1ccccn1)c1ccccn1	i	-2.8	i	i	0.4	-4.8	i	i	-19.4	-3.9	i
O/N=C/c1cn(-c2ccccc2)nc1-c1ccc2c(c1)OCCO2	24*	-72.3	i	i	0.6	-10.5	i	i	-9.8	-5.7	i
Fc1ccc(C(c2nnnn2C2CCCC2)N2CCc3ccccc32)cc1 (stereo not drawn)	i	1.9	i	i	-1.0	9.4	i	i	-27.2	5.4	i
Cc1cc(Cl)cc2c1NC(=O)[C@]21[C@@H]2C(=O)N(Cc3ccccc3)C(=O)[C@@H]2[C@@H]2CCCN21	i	5.4	i	i	-0.7	5.3	i	i	-9.2	-0.3	50*
O=C(CS(=O)(=O)c1ccccc1)Nc1ncc([N+](=O)[O-])s1	i	6.9	i	i	0.6	3.1	i	i	-9.1	-2.0	i
Cc1ccc(CCCOC(=O)C[N+]2(C)CCOCC2)cc1	i	2.6	i	i	-0.1	2.5	i	i	-14.0	2.2	i
C=C(C)CNC(=S)N/N=C/c1ccc([N+](=O)[O-])cc1	i	-21.6	i	i	1.0	3.1	i	i	-33.3	3.9	i
CC1=NN(c2ccc([N+](=O)[O-])cc2)C(c2ccccc2)C1 (stereo not drawn)	i	20.7	i	i	-0.3	26.6	i	i	0.8	1.3	i
CC(=O)Nc1ccc(S(=O)(=O)N2CCC(c3nc4c(nnn4Cc4ccccc4Cl)c(=O)[nH]3)CC2)cc1	i	3.8	i	i	-0.3	7.1	i	i	1.0	3.2	i
CC1CC(C)CN(C(=O)CCc2nnc3ccc(N4CCCCC4)nn23)C1 (stereo not drawn)	i	4.3	i	i	0.4	-0.9	i	i	-1.1	6.1	i
Cc1nn(-c2ccccc2)cc1C(c1c(N)[nH]c(=S)[nH]c1=O)c1c(N)[nH]c(=S)[nH]c1=O	i	1.4	i	i	0.1	12.8	i	i	-2.3	-3.4	i
CCCCCCCc1nc2nc(C)c(Br)c(=O)n2[nH]1	i	-10.6	i	i	0.0	12.2	i	i	-28.0	3.0	i
CCCN(C(=O)CSCc1ccc(Cl)cc1)c1c(N)n(Cc2ccccc2)c(=O)[nH]c1=O	i	16.2	i	i	-0.2	30.9	i	i	.	.	i
Cc1ccccc1Nc1nnc(SCC2CCCCO2)s1 (stereo not drawn)	i	-84.5	i	i	1.2	-5.7	i	i	-154.2	0.1	i
Cn1cnc(NCc2ccccc2)c1[N+](=O)[O-]	i	19.7	i	i	-0.2	5.9	i	i	-5.9	0.4	i
Cc1nc2c(nnn2Cc2ccccc2)c(=O)[nH]1	i	-1.4	i	i	-0.2	-4.4	i	i	1.3	-4.4	i
COc1ccc(C(=O)NC23CC4CC(CC(C4)C2)C3)cc1	i	-34.9	i	i	-0.9	-5.1	i	i	-33.4	-6.3	i
Cc1ccc(Nc2ncc3c(n2)CC(C)CC3=O)c(C)c1 (stereo not drawn)	i	-81.5	i	i	0.5	-2.9	i	i	-86.6	1.3	i
Cc1c(C(=O)N2CC(C)OC(C)C2)sc2nc(-c3ccccc3)cn12 (stereo not drawn)	i	-36.7	i	i	1.4	-5.7	i	i	-51.2	-1.6	i
COc1ccc(NS(=O)(=O)c2cccc(C(=O)N/N=C/c3ccc4c(c3)OCCO4)c2)cc1	i	2.3	i	i	-0.3	-1.4	i	i	-25.2	1.2	i
CCOC(=O)c1c(CSc2ccccc2)n(C)c2cc(Br)c(O)c(CN(C)C)c12	i	7.1	i	-5.88*	-0.5	2.5	i	i	1.3	4.5	i
O=S(=O)(c1cccc2cccnc12)N1CCN(c2ccccn2)CC1	i	7.0	i	i	-0.2	-3.4	i	i	-5.8	-1.6	i
CCc1nnc(NC(=O)c2ccc(S(=O)(=O)N3CCN(Cc4ccccc4)CC3)cc2)s1	i	23.3	i	i	-16.1	11.2	i	i	-55.2	2.8	i
CCOC(=O)c1cnn(-c2nc(CC)nc3sc4c(c23)CCC4)c1N	i	14.6	i	i	0.0	4.9	i	i	-3.7	1.3	i

Of the compounds above, these have bromine.
SMILES	TRPC4 PAM	aSyn UTR inh	TRPC6 activator	TRPC6 inhibitor	HIF act	SKKanGAS inh	TRPC4 inh	MrgX1 antag	KLF5 inh	IEC-6 cytotox	TRPC4 agonist
CCCCCCCc1nc2nc(C)c(Br)c(=O)n2[nH]1	i	-10.6	i	i	0.0	12.2	i	i	-28.0	3.0	i
CCOC(=O)c1c(CSc2ccccc2)n(C)c2cc(Br)c(O)c(CN(C)C)c12	i	7.1	i	-5.88*	-0.5	2.5	i	i	1.3	4.5	i

Next results
SMILES	TRPC4 PAM	aSyn UTR inh	TRPC6 activator	TRPC6 inhibitor	HIF act	SKKanGAS inh	TRPC4 inh	MrgX1 antag	KLF5 inh	IEC-6 cytotox	TRPC4 agonist
Cn1nc(-c2ccc(Cl)cc2)c2cc(C(=O)N3CCCC3)sc21	i	-48.7	i	i	.	9.9	i	i	3.9	4.0	i
Cc1ccc(C(=O)N2CC(=O)Nc3ccc(F)cc3C2c2ccc(F)cc2)cc1 (stereo not drawn)	i	-5.1	i	i	-0.6	0.6	i	i	-4.4	2.3	i
CC(C)c1ccc(/C=N/NC(=O)c2c(Cl)cnn2C)cc1	i	-141.7	i	i	3.6	-1.4	i	i	-32.4	6.4	i
CC(C)c1cccc(C(C)C)c1NC(=O)COC(=O)c1ccc2c(c1)S(=O)(=O)c1ccccc1C2=O	i	3.8	i	i	0.0	15.4	i	i	-2.6	-0.8	i
COC(=O)c1cccc(NC(=O)c2cccs2)c1C	i	-9.3	i	i	-0.2	0.3	i	i	-26.8	-1.6	i
Cc1ccc(N2C(=O)SC(N(CC(=O)O)c3ccc(C)cc3)C2=O)cc1 (stereo not drawn)	i	-9.4	i	i	3.0	.	i	i	-0.5	3.9	i
COc1cc(/C=C(\C#N)C(=O)Nc2cccc(C(=O)O)c2)ccc1OCc1ccc(C)cc1	i	-46.2	i	i	1.9	13.2	i	i	-159.8	-8.4	i
COc1ccc(C2C(C(=O)C(C)(C)C)=C(O)C(=O)N2Cc2ccccc2)cc1 (stereo not drawn)	i	3.9	i	i	0.7	4.8	i	i	-5.3	7.7	i
CC(=O)NC(Cc1ccc(F)c(F)c1)C(=O)NC1CCN(c2c(Cc3ccccc3)c(C)nc3ncnn23)CC1 (stereo not drawn)	i	16.7	i	i	-0.9	-1.2	i	i	-5.0	-6.7	i
CC(C)Oc1ccc(-c2cc(C(=O)NCCN3CCOCC3)c3ccccc3n2)cc1	i	-49.9	i	i	1.3	-5.0	i	i	-42.2	5.2	i
COC(C)(C)c1cc(C(C)(C)C)nc(N)n1	i	6.6	i	i	-0.2	-0.7	i	i	-18.4	-7.4	i
CCCOP(=O)(OCCC)C(NC(=O)C(C)(C)C)c1ccccc1 (stereo not drawn)	i	12.9	i	i	-0.5	-1.2	i	i	-18.5	-5.0	i
COc1cc(-c2[nH]ncc2CN(C)Cc2nonc2C)cc(OC)c1OC	i	10.3	i	i	-0.1	0.4	i	i	-56.9	-1.6	i
C=CCN1C(=O)/C(=C2/C(=O)N(CC(=O)O)c3ccccc32)S/C1=N/c1nccs1	i	-0.9	i	i	-0.1	9.2	i	.	-6.3	0.0	i
CCC(=O)NC(NC(=S)Nc1ccccc1Br)C(Cl)(Cl)Cl (stereo not drawn)	i	-8.8	i	i	-0.1	1.8	i	i	-5.9	-6.6	i
NC(=O)C1(N2CCCCC2)CCN(c2ccc3nnc(-c4ccccc4)n3n2)CC1	i	23.4	i	i	0.0	-8.2	i	i	-22.0	-5.9	i
Cn1cnc(S(=O)(=O)N2CCN(c3cccc(Cl)c3)CC2)c1	i	-2.5	i	i	0.1	1.4	i	i	-3.6	-1.6	i
COc1ccc2oc(C(=O)Nc3nc4ccccc4[nH]3)c(C)c2c1	i	-102.5	i	i	0.5	78.0*	i	i	-125.7	-2.8	i
CCOc1ccccc1C(=O)Nc1ccc(S(=O)(=O)Nc2cc(OC)nc(OC)n2)cc1	i	21.8	i	i	0.3	14.9	i	i	-20.5	-10.6	i
CCOc1ccc(NC(=O)COC(=O)CCCc2c[nH]c3ccccc23)cc1	i	8.0	i	i	-0.1	8.5	i	i	-11.8	-6.6	i
COc1ccc(OCC(=O)Nc2ccccc2OC(F)F)cc1	i	-18.0	i	i	0.6	-2.0	i	i	1.9	-0.8	i
Clc1cc2c(c(CSc3nc4ccccc4n4cccc34)c1)OCOC2	i	14.1	i	i	0.7	22.1	i	i	5.3	-1.8	i
N#CC(c1ccc(Cl)cc1)N1CCOCC1 (stereo not drawn)	i	-6.5	i	i	-0.4	1.0	i	i	-17.6	7.0	i
CCOC(=O)c1cnc2ccc(C(=O)OC)cc2c1Nc1ccc(C(=O)O)cc1	i	-2.8	i	-5.18*	0.1	0.2	i	i	5.0	-6.6	i
COC(=O)c1cccc(Oc2nc3c(c(=O)n(C)c(=O)n3C)n2Cc2ccc(C)cc2)c1	i	-22.8	i	i	-0.2	-8.3	-6*	i	.	.	i
Cc1ccc(NC(=O)C2CC(c3ccc(F)cc3)=NO2)cc1 (stereo not drawn)	i	10.0	i	i	0.0	-5.0	i	i	1.1	-2.1	i
COc1ccccc1/C=C/C(=O)NNC(=O)c1cc(C)oc1C	i	-2.7	i	i	0.2	8.3	i	i	.	.	i
COc1ccc2cc(C(c3nnnn3C3CCCC3)N3CCc4ccccc4C3)c(=O)[nH]c2c1 (stereo not drawn)	i	-43.9	i	i	0.9	-1.7	i	i	-26.8	-3.7	i
Cc1nc(C)c(-c2csc(Nc3ccc(F)cc3)n2)s1	i	-152.2	i	i	5.5	2.9	i	i	-81.2	6.0	i
Cc1nc(NC(=S)Nc2ccccc2)sc1C	i	-165.6	i	i	1.5	-8.3	i	i	-80.5	12.8	i
